Source: PubChem (several laboratories)
EBV gp42 block: Epstein-Barr virus gp42 inhibitors, primary screen, biochemical, uHTS, fluorescence polarization | Glycoprotein 42 (Epstein-Barr virus (strain AG876)), Q1HVG2 | Fluorescence polarization binding assay, mP read-out | inhibition, % (tested at 21.74 µM) | 0.42% of 220,000 active; in the data active means inhibition above about 50%
Cl transport mod: KCC2 cotransporter modulators, thallium flux, primary screen, cell-based, HEK293 KCC2, FluoZin-2 fluorescence, MLSMR | Solute carrier family 12 member 5 (Homo sapiens), Q9H2X9 | KCC2 cells, thallium flux FluoZin-2 fluorescence | 2.2% of 190,000 active | AID 1456, 2008 | B-score of Tl+ flux slope (higher = more flux/activation; lower = inhibition) at 10 µM;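 active means thallium flux slope and its plate-corrected score both differing from the plate sample mean at a set confidence after two filtering rounds, in either direction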;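 further: slope of fluorescence scaled to starting intensity during 10 to 20 s after thallium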
NCF1 inh: p47phox/p22phox peptide binding inhibitors, primary screen, biochemical, uHTS, NADPH oxidase regulatory subunit | Neutrophil cytosol factor 1 (Homo sapiens), P14598 | fluorescence polarization, 2 h | inhibition, % at 24.7 µM | 0.53% of 220,000 active | AID 1274, 2008;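 further: 0% = p47phox with labelled peptide and 100% = labelled peptide alone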
Target sequence (P14598 whole entry, looked up): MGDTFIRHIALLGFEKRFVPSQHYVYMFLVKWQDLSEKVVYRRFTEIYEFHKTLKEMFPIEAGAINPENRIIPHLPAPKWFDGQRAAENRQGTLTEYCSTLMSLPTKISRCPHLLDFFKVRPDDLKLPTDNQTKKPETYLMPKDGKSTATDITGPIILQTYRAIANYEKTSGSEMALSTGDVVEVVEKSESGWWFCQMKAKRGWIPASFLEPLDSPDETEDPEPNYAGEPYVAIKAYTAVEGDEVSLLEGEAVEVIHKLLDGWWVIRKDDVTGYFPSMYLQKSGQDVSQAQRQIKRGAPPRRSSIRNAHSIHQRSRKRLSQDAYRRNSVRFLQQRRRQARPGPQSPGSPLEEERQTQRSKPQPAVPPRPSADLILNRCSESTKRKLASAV
14-3-3 Bad inh: inhibitors of 14-3-3 zeta/Bad binding, primary screen, biochemical, TR-FRET, bovine 14-3-3 zeta | 14-3-3 protein zeta/delta (Bos taurus), P63103 | TR-FRET 14-3-3zeta/Dy647-pBad peptide displacement, 1 h | inhibition, % at 21.7 µM | 0.71% of 220,000 active;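 active means inhibition above about 70%, limit read from the data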;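 further: 0% = full 14-3-3 plus peptide FRET controls and 100% = background without 14-3-3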
eIF4E 4G PPI: eIF4E–eIF4G protein interaction inhibitors, primary screen, biochemical, uHTS, TR-FRET, eIF4GI fragment | Eukaryotic translation initiation factor 4E (Mus musculus) + Eukaryotic translation … | TR-FRET eIF4E-eIF4GI(517-606) binding, 2 h | AID 782, 2007 | 0.37% of 220,000 active | inhibition, % at 21.7 µM;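 further: 0% = full FRET control wells and 100% = background wells lacking eIF4GI fragment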
Rad51 HR inh: human RAD51 strand exchange inhibitors, primary screen, biochemical, fluorescence; hRad51 DNA strand exchange, fluorescence dequenching; inhibition, % at 10 µM; 0.085% of 200,000 active;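 active means inhibition above 40% at the single screening dose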;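 further: 0% = DMSO control wells and 100% = blanks with heterologous ssDNA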
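material = hRad51 filaments on single-stranded DNA | reagent = Donor/quencher-labelled 47-bp dsDNA substrate | compound = 10 µM final, single point | schedule = strand-exchange reaction 15 min at room temperature | measured by = fluorescein emission 520 nm, excitation 485 nm | read-out basis = % inhibition versus plate control and blank means | benchmarks = plate controls and plate blanks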
thrombin 1536: human alpha-thrombin inhibitors, primary screen, counter-screen for coagulation protease inhibitor project, biochemical, 1536-well, fluorogenic AMC substrate; Prothrombin (Homo sapiens), P00734; Boc-VPR-AMC fluorogenic substrate cleavage; inhibition, % at 5 µM; 0.26% of 220,000 active; AID 1046, 2008;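 active means inhibition at or above 40%; inactive means inhibition below 40%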;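 further: 0% = enzyme with no compound and 100% = wells without enzyme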
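System – human alpha-thrombin · Medium – pH 7.5 Tris (50 mM) with NaCl 150 mM, Tween 20 0.05% · Compound – single-point dosing at 5 µM, 0.2% DMSO · Incubation – enzyme reaction carried out at room temperature · Technique – fluorescence of released AMC, ex 355 nm, em 460 nm · Read-out basis – % inhibition of thrombin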
KLK5 inh: human KLK5 protease inhibitors, primary screen, biochemical, 1536-well; Kallikrein-5 (Homo sapiens), Q9Y337; recombinant hK5, fluorogenic AMC substrate cleavage; inhibition, % at 5 µM; 0.59% of 210,000 active;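 active means inhibition of 40% or more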;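 further: 0% = enzyme controls without compound and 100% = no-enzyme blanks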
Furin inh: human furin inhibitors, primary screen, biochemical, fluorescence intensity | P09958 | purified furin, fluorogenic substrate cleavage | inhibition, % at 30 µM | 0.061% of 220,000 active; in the data active means inhibition above about 25%; further: inactives centre near -15
Target sequence (P09958 108-714 limits assumed): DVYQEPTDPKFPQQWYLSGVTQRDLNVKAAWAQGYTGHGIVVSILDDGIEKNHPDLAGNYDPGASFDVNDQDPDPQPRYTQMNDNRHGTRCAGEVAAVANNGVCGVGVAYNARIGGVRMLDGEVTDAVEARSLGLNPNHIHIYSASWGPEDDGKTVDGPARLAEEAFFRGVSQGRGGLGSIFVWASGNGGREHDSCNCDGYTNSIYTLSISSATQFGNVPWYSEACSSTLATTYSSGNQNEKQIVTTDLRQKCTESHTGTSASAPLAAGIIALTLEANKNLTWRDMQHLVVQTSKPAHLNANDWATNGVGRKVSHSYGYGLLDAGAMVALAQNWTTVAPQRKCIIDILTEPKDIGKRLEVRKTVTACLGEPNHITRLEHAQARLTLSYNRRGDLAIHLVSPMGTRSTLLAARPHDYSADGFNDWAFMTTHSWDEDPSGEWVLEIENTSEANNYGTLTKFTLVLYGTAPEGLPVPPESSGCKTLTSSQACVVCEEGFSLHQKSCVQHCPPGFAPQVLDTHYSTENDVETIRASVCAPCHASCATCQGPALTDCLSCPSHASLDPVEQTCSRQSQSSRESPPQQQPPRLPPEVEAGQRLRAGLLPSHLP
* = called active by the depositor; . = no result given; [ ] = remark or other dose.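 How the source made its calls, unless noted: active means inhibition above about 30% (limit read from the data); inactive means the rest.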

SMILES | EBV gp42 block | Cl transport mod | NCF1 inh | 14-3-3 Bad inh | eIF4E 4G PPI | Rad51 HR inh | thrombin 1536 | KLK5 inh | Furin inh
Cn1c(=O)[nH]c(=O)c2c1nc(SCC(=O)O)n2CCc1ccccc1 | -18 | -0.18 | -3 | 8 | 8 | 4 | -4 | -5 | -5
Cc1ccccc1Cn1cc(S(=O)(=O)CC(=O)Nc2nccs2)c2ccccc21 | 8 | -0.48 | -15 | 4 | 4 | 5 | -1 | 15 | -17[20 µM]
CC1CCc2sc(-c3n[nH]c(=S)o3)cc2C1 (stereo not drawn) | -8 | 39* | 0 | 9 | 3 | -6 | -3 | -1 | -50
Cc1nn(-c2cccc(C(F)(F)F)c2)c(Cl)c1/C=N/n1cnnc1 | 2 | -0.74 | -6 | 6 | -1 | 6 | -2 | 13 | -21
O=C(Nc1ccccc1Cl)C1CC(=O)N(c2ccccc2)C1 (stereo not drawn) | -9 | 0.62 | 1 | -2 | -4 | -4 | 5 | 25 | -12
CCc1ccc(-n2c(SCC(=O)c3ccc4c(c3)NC(=O)CO4)nc3ccccc3c2=O)cc1 | -10 | 2.9* | 12 | 10 | 1 | 4 | -2 | 4 | -22
CCOC(=O)c1[nH]c2ccccc2c1NC(=O)C1CCCC1 | -12 | 0.072 | -7 | -1 | -16 | 1 | -3 | 2 | -33
COc1ccccc1N1CCN(C(=O)N2CCOCC2)CC1 | -23 | 0.074 | -18 | 7[fluorescence artefact?] | 0 | -6 | 1 | -9 | -18[20 µM]
COc1ccc(N=c2oc3c(OC)cccc3cc2C(=O)NCc2ccco2)c(OC)c1 | 41 | . | 5 | 17 | -28 | -4 | 4 | 1 | -2
CCOc1ccccc1/C=c1\sc2ncnn2c1=O | -7 | -0.31 | -4 | -2 | 0[fluorescence artefact?] | 4 | 1 | -8 | -4
CC(=O)Nc1ccc(S(=O)(=O)N2CCN(C(C)CCc3ccccc3)CC2)cc1 (stereo not drawn) | -9 | . | 4 | 61 | 9 | -3 | 1 | -12 | -13[20 µM]
COc1cc(C(=O)O)nc2ccc([N+](=O)[O-])cc12 | -2 | 0.27 | -10 | 22 | 6 | 21 | 3 | -10 | -12
Cc1cc(C(F)F)n2nc(C(=O)Nc3ccccc3Br)nc2n1 | -4 | -0.62 | -70 | -5 | 1 | -2 | 3 | 2 | -8[20 µM]
O=C(C1CCC1)N1CCc2cc(S(=O)(=O)NCCN3CCN(c4ccccc4F)CC3)ccc21 | 0 | . | 2 | 6 | -7 | . | -8 | 2 | -10
CCOC(=O)c1csc(NC(=O)c2cc(=O)c3ccccc3o2)n1 | -5 | 0.012 | -4 | -12 | 2 | 10 | -5 | -8 | -14
Cc1cccc(Nc2ncc3c(n2)CC(C)CC3=O)c1 (stereo not drawn) | -2 | 0.75 | -9 | -12 | 3 | 7 | -18 | -21 | 0
Cc1ccc(NC(=O)CSc2nc(-c3ccco3)cc(C(F)(F)F)n2)cc1C | -6 | . | -7 | -10 | 7[fluorescence artefact?] | -3 | 3 | -6 | -10[20 µM]
CC(CNC(=O)C1CCCCC1C(=O)O)c1ccccc1 (stereo not drawn) | -6 | 1.1 | -6 | -2 | -3 | -7 | -12 | -11 | -15[20 µM]
O=C(CSc1nnc(NC2CCCCC2)s1)Nc1ccc(N2CCOCC2)cc1 | 1 | 0.1 | -11 | -13 | -1[fluorescence artefact?] | 1 | -1 | 1 | -10[20 µM]
CC1CCCN(Cc2cccc(Oc3ccccc3)c2)C1 (stereo not drawn) | -19 | -0.0029 | -7 | 10 | -2 | 6 | 2 | -2 | -13[20 µM]
COc1cc(CC(NC(C)=O)C(=O)NC2CCN(C(=O)c3cc(OC)c(OC)c(OC)c3)CC2)cc(OC)c1 (stereo not drawn) | -16 | 0.022 | -2 | -4 | -1 | 7 | -5 | -1 | -32
CCN1CCN(C(=O)C2CCN(Cc3nc(-c4cccc(Cl)c4)oc3C)CC2)CC1 | -2 | 1.2 | -31 | 8 | 3[fluorescence artefact?] | -2 | -6 | -23 | -21
Cc1ccc(S(=O)(=O)N(C)CC(O)Cn2c3ccccc3c3ccccc32)cc1 (stereo not drawn) | -2 | 0.8 | 4 | 8[fluorescence artefact?] | 5 | 5 | -1 | 3 | -9[20 µM]
CCS(=O)(=O)c1ccc2oc(Nc3cc(C)cc(C)c3)nc2c1 | 1 | 0.62 | -7 | 2 | 3 | -2 | 2 | -3 | -14[20 µM]
CCn1cc(CNC(=O)c2cc(-c3ccccc3OC)nc3ccccc23)c(C)n1 | 1 | 0.38 | -1 | -1 | -3 | 10 | -2 | 4 | 4[20 µM]

Just Rad51 HR inh and thrombin 1536 (3 entries from above):
Compound,Rad51 HR inh,thrombin 1536
CCN1CCN(C(=O)C2CCN(Cc3nc(-c4cccc(Cl)c4)oc3C)CC2)CC1,-2,-6
COc1cc(CC(NC(C)=O)C(=O)NC2CCN(C(=O)c3cc(OC)c(OC)c(OC)c3)CC2)cc(OC)c1 (stereo not drawn),7,-5
Cn1c(=O)[nH]c(=O)c2c1nc(SCC(=O)O)n2CCc1ccccc1,4,-4

(listing goes on)
SMILES | EBV gp42 block | Cl transport mod | NCF1 inh | 14-3-3 Bad inh | eIF4E 4G PPI | Rad51 HR inh | thrombin 1536 | KLK5 inh | Furin inh
O=C(COC(=O)CCSc1ccc(Cl)cc1)NCCc1ccccc1 | -13 | 0.2 | -7 | -4[fluorescence artefact?] | 2 | -2 | -5 | -12 | -18
Cc1ccccc1C(=O)Nc1cccc(NC(=S)NC(=O)c2cccs2)c1 | -8 | -1.7 | -1 | 6[fluorescence artefact?] | 4 | -5 | -6 | 2 | 9[20 µM]
COC(=O)c1ccccc1NC(=O)C1CCCN(S(=O)(=O)c2ccccc2)C1 (stereo not drawn) | -1 | -0.68 | -8 | 0 | -18 | -7 | -2 | -11 | -19[20 µM]
Oc1c(Br)cc(C2N=C(c3ccccc3)NO2)cc1Br (stereo not drawn) | -25 | -0.63 | -7 | -2 | -2 | 2 | -4 | -1 | -21[20 µM]
Cc1ccc2c(c1)-c1c(ssc1=S)C(C)(C)N2C(=O)c1ccco1 | -9 | 0.8 | -4 | -4 | -1 | 7 | 2 | -7 | -14[20 µM]
CCOC(=O)/C(N=Nc1sc(C(=O)OC)c(C)c1C(=O)OCC)=C(\O)CCl | -3 | 0.49 | -11 | 19 | 3 | 13 | -13 | -7 | -4
O=C(CCc1nnc(CCC2CCCCC2)o1)NCCn1cccn1 | -20 | -0.43 | -5 | -10 | 1 | 16 | -4 | 3 | -22
CCOc1ccc(S(=O)(=O)Nc2cc(OC)c(OC)cc2C(=O)O)cc1 | -17 | -1.2 | -2 | -2[fluorescence artefact?] | -9[fluorescence artefact?] | 12 | -2 | -9 | -12[20 µM]
COC(CNC(=O)c1cnn2c(C)c(Cc3ccccc3)c(C)nc12)OC | -8 | -0.28 | -3 | -6 | -2 | 1 | 5 | -4 | -29
Cc1ccc(Nc2cc(C)nc(N3CCOCC3)n2)cc1 | -13 | 0.57 | -9 | -2 | 0 | -3 | 0 | -12 | -22[20 µM]
O=c1[nH]ncc(NCCCO)c1Cl | -6 | 1 | -1 | -15 | -1 | 4 | -2 | -9 | -10[20 µM]
COc1ccc(CCNC(=O)c2cc3c(C)nccc3[nH]c2=O)cc1OC | -8 | -0.22 | -8 | 1 | 1 | . | -3 | . | -19
O=C(CCn1nnc2ccccc21)Nc1nnc(COc2ccccc2F)s1 | -7 | -0.059 | 4 | 5 | 1 | 3 | -5 | -2 | -18[20 µM]
Cc1cc(=O)oc2cc(OCC(=O)OCC(=O)NC(C)C)ccc12 | -5 | -0.9 | -12 | -6 | 2 | 23 | -2 | -7 | -26
c1ccc2c(c1)nc1n2CCN1 | -4 | 0.23 | -5 | -11 | -3 | -9 | -1 | -7 | -6[20 µM]
COc1ccc(CCNC(=O)c2ccc(N3CCCC3=O)cc2)cc1 | -11 | 0.34 | -9 | 0 | 1 | 2 | -3 | -12 | -19[20 µM]
CCOC(=O)N1CCN(C(=O)c2cn(CC)c3cc(N4CCN(C)CC4)c(F)cc3c2=O)CC1 | -8 | -0.96 | -2 | 21 | 3 | . | -10 | 12 | -37
COc1cccc(-c2cc(C(=O)NCC3CCCO3)c3ccccc3n2)c1 (stereo not drawn) | -4 | 0.46 | 1 | -12 | 0 | 0 | -5 | -100 | -8
Cc1cc(-c2c(C)[nH]n(-c3ccc(Cl)cc3)c2=O)n(-c2ccccc2)n1 | -12 | -0.5 | -12 | -5 | -3 | -19 | 0 | -10 | -15
O=[N+]([O-])c1cccnc1Oc1cccnc1 | -10 | -0.67 | 1 | 3 | 0 | -1 | -1 | 0 | -25
COc1ccc(C2NC3=C(CCCC3)C(C#N)(C#N)C2(C#N)C#N)cc1 (stereo not drawn) | 6 | 1.7 | -53 | . | . | -3 | -1 | -2 | -5
COC(=O)c1ccc(NC(=O)c2ccc(F)cc2)o1 | -20 | 0.39 | -4 | 3 | 0 | -2 | 3 | -10 | -14
CCOc1ccc2[nH]c(=O)c(CN(Cc3ccc(F)cc3)C(=O)c3ccco3)cc2c1 | -19 | -1.5 | -9 | 2 | 10 | -9 | -3 | -8 | -24
Clc1ccc(Oc2nc(Oc3ccc(Cl)cc3)nc(N3CCOCC3)n2)cc1 | -15 | -0.43 | -20 | -4 | 6 | -19 | 4 | -2 | -10
COc1cccc(/C=C/C(=O)Oc2ccc(C(=O)c3ccc(F)cc3)cc2)c1 | -27 | -0.71 | -17 | 3 | 7[fluorescence artefact?] | 0 | -9 | -6 | 7
O=C(NCCOc1ccccc1)C1CCCN1C(=O)c1cccs1 (stereo not drawn) | -24 | -0.49 | -6 | -14 | 1[fluorescence artefact?] | -1 | -4 | 5 | -17
Nc1cccc(NP(=O)(c2ccccc2)c2ccccc2)c1 | 10 | 1 | -3 | -6 | 0 | 17 | -2 | 2 | -11
Cc1ccc(-n2nc(C)cc2NC(=O)CC#N)cc1 | 5 | -0.12 | 1 | -1 | -2 | 6 | -4 | -4 | -9
CCOC(=O)c1c(CSc2ccccc2)n(C)c2cc(Br)c(OCC(O)CNC(CO)(CO)CO)cc12 (stereo not drawn) | -31 | -2.7 | 42* | -16 | -32 | 30 | -1 | -16 | -11
CC/C(=N/Nc1ccccc1)c1cnnc(-c2ccccc2)n1 | -43 | 2.7* | -3 | 20[fluorescence artefact?] | 8[fluorescence artefact?] | -8 | -12 | -12 | -9[20 µM]

One compound at a time (already shown). Order of screens: EBV gp42 block, Cl transport mod, NCF1 inh, 14-3-3 Bad inh, eIF4E 4G PPI, Rad51 HR inh, thrombin 1536, KLK5 inh, Furin inh
COC(=O)c1ccccc1NC(=O)C1CCCN(S(=O)(=O)c2ccccc2)C1 (stereo not drawn) is listed with -1, -0.68, -8, 0, -18, -7, -2, -11, -19[20 µM]
Cc1ccc2c(c1)-c1c(ssc1=S)C(C)(C)N2C(=O)c1ccco1 is listed with -9, 0.8, -4, -4, -1, 7, 2, -7, -14[20 µM]
